AmpC inh no detg: AmpC beta-lactamase inhibition without detergent. AmpC nitrocefin hydrolysis, absorbance 480 nm, 0.0001% Triton. AID 485341. hit rate 0.52% among 330,000. Potency, µM (highest dose often 57.1 µM), for the others: at the highest dose activity change, negative = inhibition, hits mostly inhibitors;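 also: potency is read from the fitted curve at half-maximal effect; plate controls were no compound for no effect and no enzyme for full effect; nearly all actives have a fitted effect of over 20% in size; some results filed as inactive show a strong effect at the top dose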
Target sequence (P00811 whole entry, looked up): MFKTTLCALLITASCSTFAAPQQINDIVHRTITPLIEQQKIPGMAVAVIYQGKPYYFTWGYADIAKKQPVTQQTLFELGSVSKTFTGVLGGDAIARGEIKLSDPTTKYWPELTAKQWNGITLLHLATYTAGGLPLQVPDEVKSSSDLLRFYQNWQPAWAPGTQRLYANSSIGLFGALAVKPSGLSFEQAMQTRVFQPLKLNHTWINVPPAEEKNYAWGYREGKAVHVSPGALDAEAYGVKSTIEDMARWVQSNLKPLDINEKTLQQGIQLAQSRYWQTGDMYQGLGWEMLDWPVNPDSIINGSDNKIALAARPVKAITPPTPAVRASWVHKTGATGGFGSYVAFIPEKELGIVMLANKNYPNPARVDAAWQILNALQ
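AmpC (5.3 nM in the dispensed reagent) in 20 mM phosphate pH 7.0 with 0.01% (detergent screen) or 0.0001% Triton X-100 was preincubated with compounds for 15 min at room temperature. Nitrocefin was then added from an 800 uM solution, and hydrolysis was followed at 480 nm.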
LmPK inhibitor: blocks Leishmania mexicana pyruvate kinase activity; Potency, µM (series often up to 57.5 µM), for the others: top-dose activity change, negative = inhibition, most hits filed as inhibitors; purified LmPK, Kinase-Glo ATP luminescence, 1 h; AID 1721; hit rate 0.37% among 290,000; Q27686; also: potency is read from the fitted curve at half-maximal effect
Target sequence (Q27686 whole entry, looked up): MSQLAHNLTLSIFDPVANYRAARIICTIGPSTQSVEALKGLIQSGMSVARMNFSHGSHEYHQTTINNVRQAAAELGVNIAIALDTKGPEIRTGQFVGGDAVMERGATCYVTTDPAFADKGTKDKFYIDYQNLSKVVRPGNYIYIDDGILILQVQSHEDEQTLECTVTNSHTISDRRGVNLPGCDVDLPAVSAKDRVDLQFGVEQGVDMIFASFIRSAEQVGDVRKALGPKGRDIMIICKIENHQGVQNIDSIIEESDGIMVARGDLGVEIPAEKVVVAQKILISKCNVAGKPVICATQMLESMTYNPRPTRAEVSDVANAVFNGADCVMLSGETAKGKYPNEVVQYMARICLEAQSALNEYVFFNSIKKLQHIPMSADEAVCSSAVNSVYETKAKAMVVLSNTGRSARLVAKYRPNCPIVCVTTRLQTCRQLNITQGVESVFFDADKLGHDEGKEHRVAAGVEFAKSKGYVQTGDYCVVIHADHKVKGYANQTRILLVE
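Screened at intermediate enzyme activity to detect both inhibitors and activators: LmPK at 0.1 nM, with a 0.5 nM enzyme column as activation reference. PEP 0.5 mM, ADP 0.1 mM; ATP detected by luminescence after 1 h.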
Tb PYK inh: inhibitors of Trypanosoma brucei pyruvate kinase. hit rate 0.12% among 410,000. Q57TT1. Potency, µM (top dose mostly 76.8 µM), without a hit: at the highest dose activity, negative = inhibition, hits mostly inhibitors. TbPYK enzyme, Kinase-Glo Plus ATP luminescence, 45 min; also: potency is read from the fitted curve at half-maximal effect; nearly all actives have a fitted effect of over 50% in size
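TbPYK + substrate in 50 mM TEA pH 7.2, 100 mM KCl, 10 mM MgCl2, 0.05% BSA, 0.01% Tween-20; cpd pinned; ADP 130 uM final; 45 min RT; Kinase-Glo Plus 10 min; luminescence endpoint.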
HCMV inh: human cytomegalovirus inhibition | HFF cells, HCMV-luciferase reporter, 72 h; hits give low values | activity change, negative = inhibition, % at 57.5 µM | hit rate 4.5% among 410,000 | AID 1259415; in the data active = activity change below about -60%; inconclusive = no clear call, values can overlap the other calls; inactive = above about -39%
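Screen run at 2 compound doses on HFFs infected with reporter HCMV, MOI 1 PFU/cell. Luciferase activity from cell lysates at 72 h post infection gave inhibition relative to buffer-only and Salinomycin wells.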
AMA1-RON2 inh: AMA1-RON2 (P. falciparum) interaction inhibition | AlphaScreen AMA1-biotinylated RON2 peptide binding | Potency, µM (highest dose often 58.2 µM), inactives show top-dose activity change, negative = inhibition, most hits filed as inhibitors | hit rate 0.2% among 360,000 | AID 720542;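 also: potency is read from the fitted curve at half-maximal effect; 0% = vehicle wells and -100% = peptide control; nearly all actives have a fitted effect of over 45% in size; some results filed as inactive show a strong effect at the top dose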
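AMA1 (3D7) with his tag at 25 nM final met compounds first, then biotinylated RON2 peptide at 25 nM; detection used donor plus acceptor beads, 10 µg/mL apiece, read by AlphaScreen after 30 min at room temperature.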
AmpC detergent: inhibitors of E. coli AmpC beta-lactamase with detergent | P00811 | AmpC hydrolysis of nitrocefin, absorbance 480 nm, 0.01% Triton | Potency, µM (highest dose often 114 µM), for the others: at the top dose activity change, negative = inhibition, usual class: inhibitors | hit rate 0.041% among 370,000 | AID 485294;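 also: potency is read from the fitted curve at half-maximal effect; 0% = no-compound wells and -100% = no-enzyme wells; nearly all actives have a fitted effect of over 25% in size; some results filed as inactive show a strong effect at the top dose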
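20 mM phosphate pH 7.0 + 0.01% (detergent screen) or 0.0001% Triton X-100; 5.3 nM AmpC reagent; cpd preinc 15 min RT; nitrocefin (800 uM stock) to start; A480 q20 s × 4 min; Activity was normalised to no-enzyme and no-compound control wells.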
HCV inh: blocks hepatitis C virus. Potency, µM (highest dose often 41.8 µM), without a hit: at the top dose activity change, negative = inhibition, most hits filed as inhibitors. Huh7.5.1 HCVcc-Cre infection, luciferase reporter, 44 h. hit rate 3.4% among 340,000; also: potency is read from the fitted curve at half-maximal effect
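1,000 cells/well; 4 h culture; + compound; + HCVcc-Cre (~0.5 moi); 44 h; luciferase substrate, RT 15 min; read 15 sec.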
* hit, by the source's call; ? = inconclusive; . = not tested or not shown; [ ] = another dose, or the depositor's remark. Unless noted, calls follow the shape of the dose curve; as a rule, active = well fitted curve in the direction sought with a large enough effect; inconclusive = small, poorly fitted or top-dose-only effect, or another doubt; inactive = no such curve, though single readings can be large; an effect the other way counts as inactive or inconclusive. Unless noted, % is scaled to controls: 0 for no effect and ±100 for the full control effect.

Each structure is followed by: AmpC detergent | AMA1-RON2 inh | LmPK inhibitor | AmpC inh no detg | HCMV inh | Tb PYK inh | HCV inh
1	CC1CC(C)(C)NC(=S)N1CC(=O)NCc1ccc(F)cc1 (configuration not stated)
 : -2% | -3% | -11% | -6% | -28 | -17% | -10%
2	CN1CCN(Cc2ccc(OCc3ccccc3)cc2)CC1
 : -11% | -5% | 1% | 7% | -10 | 8% | 5.6µM*
3	CCN(CC)CCCn1c2c(c(SCC(=O)Nc3ccc(F)c(F)c3)nc1=O)CCC2
 : -8% | -12% | . | 6% | -18 | 2% | ?
4	COC(=O)CNC(=O)CSc1nnc2cc(C)c3ccccc3n12
 : 0% | -14% | -3% | -4% | 0 | 5% | 4%
5	CC(=O)Nc1ccc(N(C)C)cc1[N+](=O)[O-]
 : 0% | 13% | -6% | -5% | -22 | -4% | 12%
6	COc1cc2[nH]c(=S)n(CCCN3CCOCC3)c(=O)c2cc1OC
 : -1% | 20% | -3% | -19% | -4 | -2% | 22%
7	COc1cccc(OCC(=O)Nc2ccccc2-c2ccccc2)c1
 : 0% | -8% | 5% | -10% | ? | -5% | ?
8	Cc1ccc(CCCOC(=O)C[N+]2(C)CCCCC2)cc1
 : 4% | 1% | 2% | 1% | -5 | 2% | 6%
9	COc1ccccc1N1CCN(Cc2cccc(OC)c2OC)CC1
 : -6% | -20% | -2% | -14% | 15 | . | -3%
10	O=c1sc(Nc2ccccc2)nc2ccccc12
 : 4% | 84%[activator] | 4% | -23% | 73 | 2% | -9%
11	Cc1ccc(N2NC(=O)/C(=C/C=C/c3ccco3)C2=O)cc1C
 : 6% | 1% | -10% | -39% | 7 | -9% | 3%
12	CCc1ccc2occ(CC(=O)NCc3ccccc3)c2c1
 : 2% | . | . | . | -30 | -5% | .
13	O=C(NC1CCCCC1)c1cc(-c2cccc(Cl)c2)on1
 : -17% | 9% | -4% | -18% | -13 | -2% | -1%
14	CCc1nc(SCC(=O)Nc2nc3c(s2)CCCC3)c2ccccc2n1
 : ? | 6% | 3% | -19% | -5 | -15% | ?
15	Cc1cc(C)c2cc3c(N)c(C(=O)N4CCc5ccccc5C4)sc3nc2c1
 : 2% | 20% | 1% | 0.32µM* | 2 | -14% | ?
16	CC(C)(C)NC(=O)N1CCN(c2nc(-c3ccccc3)ns2)CC1
 : 3% | -10% | -2% | 26% | -32 | -3% | ?
17	CCOc1ccc(C(=O)N2CCCC2)cc1
 : -3% | 5% | 0% | -7% | -9 | -1% | 17%
18	COc1ccccc1NC(=O)CSc1nc2nccnc2c(=O)n1CCc1c[nH]c2ccccc12
 : -4% | . | . | . | -32 | 0% | .
19	CC(C)(C)c1ccccc1NC(=O)CSc1nc(-c2cccs2)cc(C(F)(F)F)n1
 : 21% | . | . | . | ? | 0% | .
20	CN1CC(c2ccccn2)C2(SC(=S)N(Cc3ccccc3)C2=O)C12C(=O)Nc1ccccc12 (configuration not stated)
 : -9% | ? | 3% | -32% | -15 | -18% | .
21	Cc1c(C(=O)N2CCOCC2)oc2ccc(Br)cc12
 : -9% | -3% | . | 1% | -5 | 0% | -18%
22	Cc1ccc(CNc2nc(C)c(C(=O)N(C)C)s2)cc1
 : -12% | -1% | 6% | 7% | 90 | 3% | -16%
23	Cc1nn(C(C)C(=O)NC(C)CCc2ccccc2)c(=O)c2cc3occc3n12 (configuration not stated)
 : 0% | 16% | 0% | 36% | -21 | -1% | ?
24	Cc1cc(C)c(C)c(S(=O)(=O)Nc2cccc(-n3cnnn3)c2)c1C
 : -1% | -5% | 11% | -40% | -39 | -4% | -11%
25	Cc1ccc(C)c(CN2C(=O)c3ccccc3S(=O)(=O)c3ccc(C(=O)N4CCCCC4)cc32)c1
 : -15% | . | . | . | 0 | -3% | .
26	Cn1c(=O)cc(OCC(=O)N2CCN(c3ccc(F)cc3)CC2)c2ccccc21
 : 9% | . | . | . | 9 | -2% | .
27	CCOC(=O)c1sc(=NC(=O)c2ccc(F)cc2)n(C)c1C
 : -2% | -11% | -7% | -6% | 146 | -5% | 10%
28	Cc1cc([N+](=O)[O-])c2[nH]c(C(=O)N/N=C/c3ccccc3C(=O)O)c(-c3ccccc3)c2c1
 : 8% | 6% | 5% | -40% | -80* | -4% | ?
29	COc1ccccc1NC(=O)COc1ccc(Br)cc1CNCCCN1CCOCC1
 : ? | -1% | 0% | -4%[2.29 µM] | ? | -3% | ?
30	N#Cc1nc(-c2ccccc2)oc1NCc1ccco1
 : ? | -25% | 0% | -9% | 99 | 0% | ?
31	COc1ccc(-n2c(C)cc(C(=O)COC(=O)Cn3cnc4ccccc43)c2C)cc1
 : -5% | -25% | 1% | 14% | ? | -8% | -1%
32	Cc1cc(C)n(-c2nc3cc(Cl)ccc3nc2N2CCN(c3cccc(C)c3C)CC2)n1
 : 1% | . | . | . | 14 | 2% | .
33	O=C(Nc1ccccc1C(=O)O)c1cccc(S(=O)(=O)N2CCCC2)c1
 : 1% | . | . | . | 8 | 3% | .
34	CCOc1ccc(NC(=O)CN2CCN(CC(=O)Nc3ccc(F)cc3F)CC2)cc1
 : 2% | . | . | . | 23 | -7% | .
35	CCn1c(SCc2ccccc2)nc2cc(S(N)(=O)=O)ccc21
 : -3% | -8% | 1% | -25% | 5 | -1% | -26%
36	CC(C)c1ccc(/C=C/C(=O)NC2=NCCS2)cc1
 : ? | . | -3% | -24% | ? | . | .
37	CCOC(=O)N1CCN(C(=O)COC(=O)c2ccc([N+](=O)[O-])cc2Cl)CC1
 : -18% | -3% | . | -11% | -14 | -1% | -7%
38	CCOc1ccc(NC(=O)CCC(=O)c2ccc(-c3ccccc3)cc2)cc1
 : -12% | 6% | 2% | 0% | -25 | -24% | 5%
39	CCOC(=O)c1cccc(NC(=O)CNC(=O)C2CCCCC2)c1
 : -15% | -2% | 1% | -7% | -12 | 4% | -21%
40	CCCN1Cc2cccc(C(=O)NCCc3cccc(C)c3)c2C1=O
 : -2% | -2% | 2% | 14% | -31 | -1% | -30%
41	CC(C)n1nnnc1C1c2ccccc2C(=O)N1CCc1c[nH]c2ccccc12 (configuration not stated)
 : . | -7% | . | . | 3 | -1% | .
42	COC(=O)CNc1nc(Cl)nc(NC2CCCCC2)n1
 : ? | 31%[activator] | 6% | -21% | 125 | 2% | -7%
43	NNC(=O)c1nnsc1-c1csnn1
 : . | 28% | . | . | 23 | -5% | 22%
44	CC1(C)CC(=O)C(C=NCc2ccccn2)=C(O)C1
 : ? | 33%[activator] | -2% | -14% | 36 | 2% | 6%
45	COc1ccccc1NC(=O)C1CCCN(C(=O)NCc2ccccc2)C1 (configuration not stated)
 : -5% | 1% | 0% | 0% | -16 | -3% | -7%
46	O=C(O)CCc1nc2cc(Cl)ccc2n(Cc2ccccc2)c1=O
 : ? | -10% | 4% | -22%[11.4 µM] | ? | 3% | 6%
47	Fc1ccc(NC(=S)Nc2nccs2)cc1
 : -6% | 52%[activator] | -7% | -22% | -115* | -4% | ?
48	CCC1C(=O)Nc2ccccc2N1C(=O)c1ccc(Cl)nc1 (configuration not stated)
 : -2% | 0% | -3% | -9% | 18 | 1% | -3%
49	CN(CC(=O)Nc1ccc(Cl)cc1)C(=O)CCC1CCCC1
 : -4% | 23% | -6% | -19% | 35 | 1% | 9%
50	CCOc1ccccc1N(C(=O)c1snc(C(N)=O)c1N)C(C(=O)NCC1CCCO1)c1ccc2ncccc2c1 (configuration not stated)
 : 4% | -20% | 6% | 11% | -36 | -2% | -2%

Three of the compounds above, in transposed form.
#47 Fc1ccc(NC(=S)Nc2nccs2)cc1
#48 CCC1C(=O)Nc2ccccc2N1C(=O)c1ccc(Cl)nc1 (configuration not stated)
#49 CN(CC(=O)Nc1ccc(Cl)cc1)C(=O)CCC1CCCC1

screen / no.,47,48,49
AmpC detergent,-6%,-2%,-4%
AMA1-RON2 inh,52%[activator],0%,23%
LmPK inhibitor,-7%,-3%,-6%
AmpC inh no detg,-22%,-9%,-19%
HCMV inh,-115*,18,35
Tb PYK inh,-4%,1%,1%
HCV inh,?,-3%,9%

Next section.
Each structure is followed by: AmpC detergent | AMA1-RON2 inh | LmPK inhibitor | AmpC inh no detg | HCMV inh | Tb PYK inh | HCV inh
51	O=[N+]([O-])c1ccc(O)c(CSc2nnnn2-c2ccccc2)c1
 : -8% | -6% | -1% | -50% | 17 | 2% | 6%
52	CC(C)(C)OC(=O)N1Cc2ccccc2C[C@H]1C(=O)NCC(=O)NCC1CCCO1 (some centres not stated)
 : -5% | 0% | 5% | 11% | -26 | 2% | 10%
53	CN(C)c1ccc(-c2ccnc3c2CC(C)(C(=O)Nc2cccc(Oc4ccccc4)c2)O3)cc1 (configuration not stated)
 : . | ? | . | . | 5 | -1% | .
54	CC1CC(=O)N(CC(=O)Nc2ccc3c(c2)OCO3)c2ccccc2S1 (configuration not stated)
 : ? | 2% | -6% | -8% | 9 | 0% | 0%
55	O=C(Nc1c(C(=O)N2CCCCC2)cnn1-c1ccccc1)c1ccccc1
 : ? | 11% | 6% | -2% | -34 | 0% | 5%
56	COc1ccc(/C=C\c2onc(C)c2S(=O)(=O)N2CCC(C(=O)Nc3ccc(F)cc3F)CC2)cc1
 : -2% | . | . | . | 37 | 2% | .
57	COc1cccc(/C=C/c2[nH]c(=O)[nH]c(=O)c2[N+](=O)[O-])c1O
 : 0% | -12% | -18% | -6% | -12 | 0% | 7%
58	O=C(COC(=O)c1ccccc1)NC(=O)NC1CCCC1
 : ? | 26% | . | -18% | -27 | -3% | 5%
59	COc1ccc(NC(=O)c2nc(C)c(C3(C)CC(c4ccccc4)=NO3)s2)cc1 (configuration not stated)
 : 6% | -3% | -1% | -27% | -27 | 8% | ?
60	O=C(Nc1ccccc1)N(O)c1ccc(Cl)cc1
 : ? | -9% | -6% | -24% | 83 | -4% | 15%
61	CC(C)OP(=O)(OC(C)C)C(O)c1ccc2c(c1)OCO2 (configuration not stated)
 : ? | 10% | -4% | -1% | -28 | 0% | 16%
62	CSc1ccccc1NC(=O)Nc1ccccc1Cl
 : 1% | -23% | 2% | -36% | 0 | -14% | -10%
63	COC(=O)c1ccc(C(=S)NCC2(N(C)C)CCCCC2)cc1
 : -13% | -7% | -4% | -9% | 23 | -7% | -12%
64	COc1cccc(NC(=O)c2cnn(-c3ccccc3)c2C)c1
 : -3% | -2% | -17% | -9% | 80 | -20% | -8%
65	CCOC(=O)Cn1c(-c2ccc(OC)cc2)c(-c2ccc(OC)cc2)nnc1=O
 : -7% | ? | -1% | 48% | -23 | -4% | -13%
66	O=C(NCCc1ccc2c(c1)OCCO2)c1ccccc1F
 : -1% | -17% | -10% | -6% | 103 | 7% | 13%

Source: PubChem
